# Compound activity (PubChem BioAssay)
# GPR55 beta-arrestin: selective activators of receptor GPR55 – imaging, U2OS cells, beta-arrestin-GFP redistribution, primary screen (AID 1961) | U2OS GPR55 beta-arrestin-GFP redistribution imaging; higher % means a stronger effect | activation, % at 10 µM, or EC50 in µM where a hit was titrated | 290,000 compounds, 0.048% hits;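 active = activation above 40% with more than 50 cells counted in the well; inconclusive = wells holding fewer than 50 cells, flagged as toxic or sparse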;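 note: U2OS osteosarcoma cells stably expressing GPR55 and beta-arrestin-GFP; plate controls were DMSO negative control for no effect and LPI positive control for full effect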
# Rac1 GTP hydrolysis: MgcRacGAP GTPase-activating activity inhibitors, confirmation, biochemical, ADP Hunter fluorescence; MgcRacGAP-stimulated Rac1 GTP hydrolysis, ADP Hunter fluorescence; higher % means a stronger effect; GST-tagged Rac1 F28L mutant substrate; AID 624330; 340,000 compounds, 0.6% hits; inhibition, % at 30 µM, or IC50 in µM where a hit was titrated;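 active = first-screen hits whose inhibition reached a set limit at any dose in the follow-up dose series; inconclusive = inhibition above the set first-screen limit but never retested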;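 note: fluorescence reports GDP produced by GAP-driven GTP hydrolysis; strong numbers were not always called active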
# AID2073: inhibitors of Mint1-CaV2.2 protein interaction, biochemical, HTRF (AID 2073); HTRF protein-protein interaction, Mint1-CaV2.2; higher % means a stronger effect; one-dose inhibition, % at 20 µM; IC50 in µM for titrated hits; 290,000 compounds, 0.19% hits; in the data active = inhibition mostly above about 51%, no sharp cut-off; inconclusive = no clear call, values can overlap the other calls; inactive = mostly below about 53%; note: some results filed as inactive read as strong as hits
# SV40 large T antigen: TAg ATPase/helicase activity blockers – biochemical (AID 1903). one-dose inhibition, % at 20 µM; IC50 in µM for titrated hits. SV40 large T antigen ATPase/helicase inhibition assay; higher % means a stronger effect. 310,000 compounds, 0.39% hits; in the data active = a potency from the dose series; inconclusive = inhibition mostly from about 32% at the one dose, without a potency; inactive = the rest, 99 in 100 with inhibition below about 32%; note: strong numbers were not always called active
# Yfh1-depleted yeast: enhancers of respiration in Yfh1-depleted yeast, dose response, Friedreich's ataxia, plus single-dose screen (AID 1465); S. cerevisiae Yfh1-off respiration, WST-1 reduction, 72 h; higher fold induction means a stronger effect; one-dose fold induction at 50 µM; EC50 in µM for titrated hits; 220,000 compounds, 0.074% hits;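 active = fold induction of absorbance versus untreated yeast above a set limit, then at least 30% activation at any dose in follow-up; inconclusive = repeats straddling the limit, or above it without dose testing; inactive = fold induction below the set limit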;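 note: activators that raise dye reduction in frataxin-depleted yeast; strong numbers were not always called active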
# NTR1 ag: NTR1-driven beta-arrestin-GFP spot formation – imaging, U2OS cells, high content, primary screen (AID 493036). 330,000 compounds, 0.17% hits. activation, % at 20 µM. agonist mode;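 active = activation at or above 40% of the spot to cytoplasm intensity ratio, with at least 20 cells analyzed; inconclusive = wells under 20 cells, flagged as cytotoxic or low count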;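 note: 0% = DMSO without peptide and 100% = 100 nM NTR1 peptide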
# Target sequence (P30989 whole entry, looked up): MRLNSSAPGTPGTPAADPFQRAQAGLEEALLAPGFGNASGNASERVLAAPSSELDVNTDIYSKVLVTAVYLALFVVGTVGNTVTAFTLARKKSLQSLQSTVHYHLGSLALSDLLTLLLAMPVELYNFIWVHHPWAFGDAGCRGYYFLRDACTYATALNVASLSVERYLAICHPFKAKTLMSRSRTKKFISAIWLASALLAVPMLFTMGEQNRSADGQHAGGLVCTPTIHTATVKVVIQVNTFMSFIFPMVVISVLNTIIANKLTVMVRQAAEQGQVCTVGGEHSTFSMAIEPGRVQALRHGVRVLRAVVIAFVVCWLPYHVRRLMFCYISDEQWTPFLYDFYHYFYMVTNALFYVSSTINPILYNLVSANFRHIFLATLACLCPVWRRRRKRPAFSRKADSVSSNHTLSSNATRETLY
# GPR35 antagonists: GPR35 antagonists blocking zaprinast-driven arrestin recruitment, primary screen, imaging, U2OS, beta-arrestin-GFP, zaprinast agonist (AID 2058); 290,000 compounds, 0.052% hits; one-dose inhibition, % at 10 µM; IC50 in µM for titrated hits; U2OS GPR35 beta-arrestin-GFP translocation imaging, zaprinast antagonism; higher % means a stronger effect;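 active = inhibition of at least 50% with at least 30 cells and total cytoplasm GFP at most 10,000,000; inconclusive = under 30 cells or total GFP of 10,000,000 plus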
# NS5 inhibitors: Dengue-2 NS5 methyltransferase inhibitors, primary screen, biochemical, confirmation dose response (AID 588689) | Dengue-2 NS5 methyltransferase capping enzyme assay, biochemical; higher % means a stronger effect | inhibition, % at 25 µM; hits with a dose series show IC50 in µM | 340,000 compounds, 0.3% hits; in the data active = a potency from the dose series; inconclusive = inhibition above about 29% without an active follow-up result
# GPR55 antagonists: GPR55 antagonists blocking LPI-driven arrestin recruitment, primary screen, imaging, U2OS, beta-arrestin-GFP, LPI agonist (AID 2013). U2OS GPR55 beta-arrestin-GFP translocation imaging, LPI antagonism; higher % means a stronger effect. inhibition, % at 10 µM, or IC50 in µM where a hit was titrated. 290,000 compounds, 0.13% hits;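 active = spots per cell inhibited over 60%, with over 100 cells counted and total cytoplasm intensity under 500,000; inconclusive = wells with under 100 cells, flagged as likely toxic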;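 note: U2OS cells stably carrying GPR55 and arrestin-GFP stimulated by 5 µM LPI near EC80; imaged beta-arrestin-GFP aggregate spots per cell after agonist stimulation; plate controls were LPI-stimulated DMSO wells for no effect and DMSO wells without LPI for full effect; some results filed as inactive read as strong as hits; confirmed hits need IC50 under 10 µM and bright autofluorescent wells are also inconclusive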
# NTR1 ag cell count 20 µM: second read-out of NTR1 ag, no call of its own (marks repeat the call); cell count; measured here: cell count, cytotoxicity flag
# * = called active by the depositor; i = inactive; ? = inconclusive; / = no result given. Hits appear at their usual frequency; overall some 1.7% were active at least once.
Molecule	GPR55 beta-arrestin	Rac1 GTP hydrolysis	AID2073	SV40 large T antigen	Yfh1-depleted yeast	NTR1 ag	NTR1 ag cell count 20 µM	GPR35 antagonists	NS5 inhibitors	GPR55 antagonists
COc1ccc(O)c(/C=N/Nc2nc3ccccc3[nH]2)c1	-0.1%	2%	-5%	25%	i	2.5	59	-7%	-5%	5%
O=C(CNc1cccc2ccccc12)N/N=C/c1ccc[nH]1	-0.3%	16%	-9%	11%	/	0.6	50	8%	-3%	-8%
O=C1CC[C@@H](CN(Cc2ccccn2)Cc2nc(Cc3cccc(C(F)(F)F)c3)no2)N1	-0.2%	4%	0%	6%	i	-0.7	86	17%	-13%	-10%
CCOc1ccc(NC(=O)Nc2nc3ccc(S(C)(=O)=O)cc3s2)cc1	-0.1%	0%	21%	9%	/	0.2	72	-7%	2%	-3%
COc1ccccc1NS(=O)(=O)c1cccc(C(=O)N2CC(C)OC(C)C2)c1 (stereo not drawn)	/	5%	/	12%	/	0.0	55	/	-7%	/
O=C(Nc1nc(-c2cc(F)ccc2F)cs1)C1=COCCO1	/	-3%	/	18%	/	3.7	51	/	9%	/
O=C(NCc1ccco1)C1CC(c2c(Cl)cccc2Cl)=NO1 (stereo not drawn)	0.0%	7%	-1%	11%	i	-0.5	48	1%	-8%	2%
Cc1ccc(S(=O)(=O)N(C)Cc2ccc(-c3nnc4n3CCC4)cc2)cc1	0.0%	2%	5%	14%	i	2.5	41	-19%	-2%	1%
c1ccc(-c2cc(-c3ccccc3)ncn2)cc1	/	5%	/	13%	/	0.5	48	/	4%	/
Cc1nn(-c2ccccc2)c(Cl)c1/C=N/Nc1nc2ccccc2[nH]1	-0.2%	19%	-5%	11%	i	-2.0	99	14%	2%	7%
O=C(COc1ccc2ccc(=O)oc2c1)Nc1cccnc1	0.1%	7%	14%	9%	/	0.2	39	4%	-7%	12%
CC1C(=O)Nc2ccccc2N1C(=O)c1ccc(Cl)c(Cl)c1 (stereo not drawn)	0.5%	5%	-11%	5%	/	2.2	46	-6%	1%	6%
CCOC(Cn1c(SCC(=O)Nc2cc(C)on2)nc2ccccc2c1=O)OCC	-0.3%	10%	-9%	12%	/	-0.7	63	15%	-5%	17%
CCCCNC(=S)Nc1ccccc1F	0.2%	4%	8%	-1%	i	-0.7	45	12%	-5%	19%
Cc1nnc(SCc2ccc(Cl)cc2)n1CC1CCCO1 (stereo not drawn)	-0.2%	3%	9%	-5%	i	-0.5	84	-1%	5%	-9%
CCN1CCN(C(c2ccc(F)cc2)c2nnnn2Cc2cccs2)CC1 (stereo not drawn)	-0.2%	5%	2%	1%	i	-2.0	48	2%	4%	10%
CN(c1ccccc1)c1nc(N)c([N+](=O)[O-])c(Nc2ccc(F)cc2)n1	-0.1%	8%	18%	17%	/	13	40	-5%	-7%	6%
Cc1nc(-c2ccc(Cl)cc2)sc1C1(C)CC(c2ccc(Cl)cc2)=NO1 (stereo not drawn)	/	9%	/	5%	i	-5.0	93	/	-1%	/
COC(=O)c1cc(C#N)c(NCc2ccc(Cl)cc2Cl)nc1C	-0.1%	-1%	11%	-1%	i	4.1	57	2%	-3%	3%
O=C(/C=C/c1ccco1)NC(=S)Nc1ccccc1Br	-0.2%	5%	1%	15%	/	2.5	48	-7%	-1%	4%
CC(NC(=S)N1CCOCC1)c1ccccc1 (stereo not drawn)	0.8%	8%	-9%	9%	i	0.8	57	-8%	1%	4%
Cc1cc(NC(=O)Cn2c(=O)c3c(ncn3CCC(C)C)n(Cc3ccccc3)c2=O)no1	0.0%	3%	1%	-1%	i	-0.4	83	-20%	1%	-25%
CCc1ccc(NC(=O)CN(c2cccc(C)c2)S(C)(=O)=O)cc1	-0.1%	9%	1%	-8%	i	-0.4	48	-4%	-15%	9%
COC(=O)c1cc(NC(=O)c2nccnc2C(=O)O)cc(C(=O)OC)c1	-0.1%	-4%	-2%	2%	i	-0.5	54	12%	-2%	9%
C(=N\n1cnnc1)/c1cccn1-c1ccccc1	0.2%	0%	-1%	7%	i	2.0	69	15%	-5%	7%
CCCCOc1cc(CC2CNC(=O)N2)ccc1OC (stereo not drawn)	/	2%	/	27%	i	0.2	73	/	-4%	/
COc1ccc(NC(=O)C/C(C)=N/NC(=O)COc2ccc(OC)cc2)cc1	0.2%	1%	17%	-3%	/	1.8	54	6%	-11%	13%
COc1cc(OC)cc(C(=O)NCC(=O)OCC(=O)C(C)(C)C)c1	-0.6%	0%	4%	7%	i	-0.3	78	12%	8%	6%
O=C(Nc1ccc(Cl)c(C(F)(F)F)c1)[C@@H]1CC=C[C@@H]2CCN(Cc3ccccc3)C(=O)[C@@H]21	/	7%	/	7%	i	-1.1	92	/	-7%	/
C[n+]1cnc(-c2ccccc2)cc1-c1ccccc1	1.0%	0%	-3%	6%	i	2.0	66	0%	-12%	13%
COC(=O)CCCC1=CC2=C(c3ccccc3)C(=O)C(C)(OC(=O)C3CCCC3)C(=O)C2=CN1CCCCO (stereo not drawn)	-0.1%	6%	-4%	14%	i	1.6	88	9%	3%	4%
O=C(NN1CCOCC1)c1cnn2c(C(F)F)cc(-c3ccccc3)nc12	0.0%	5%	12%	0%	i	-0.5	53	-8%	-5%	7%
COc1ccc(C)cc1NC(=O)c1sc2ncnc(N3CCN(c4ccccn4)CC3)c2c1C	0.3%	16%	18%	6%	/	2.2	57	-22%	2%	-1%
c1ccc(Cc2nnc3sc(Nc4ccccc4)nn23)cc1	0.2%	7%	6%	5%	i	18	60	6%	5%	14%
CCc1cc(C(=O)N2CCc3c([nH]c4ccccc34)C2c2ccc(OC)cc2F)no1 (stereo not drawn)	0.2%	6%	10%	-8%	i	6.6	85	6%	4%	-10%
Cc1cc(N2CCN(S(=O)(=O)c3ccc4ccccc4c3)CC2)n2ncnc2n1	0.0%	10%	2%	8%	i	2.8	61	13%	7%	-20%
Cc1ccc(CN2CCNC(=O)C2CC(=O)N(C)Cc2cnccn2)cc1 (stereo not drawn)	-0.1%	10%	15%	10%	/	0.6	67	17%	5%	-6%
Cc1cc(N2CCN(c3ccccn3)CC2)n2nc(C)nc2n1	/	9%	/	/	i	0.4	68	/	-8%	/
Clc1ccc(COc2ccccn2)cc1Cl	-0.1%	8%	-8%	-4%	i	0.5	54	9%	-4%	20%
COc1ccccc1CNC(=O)c1cccc(N(C)C)c1	0.2%	0%	-2%	20%	i	3.6	41	-2%	-2%	14%
CC1CN(c2oc(COc3ccc(Cl)cc3Cl)nc2C#N)CC(C)O1 (stereo not drawn)	0.6%	8%	11%	-2%	i	2.6	53	-6%	-1%	8%
Cc1ccc(S(=O)(=O)N(C)CC(=O)N2CCN(C(=O)c3ccco3)CC2)cc1	0.3%	5%	-1%	2%	i	1.2	49	-2%	4%	-2%
Cc1cccc(C(=O)Nc2ccccc2C(=O)OCC(=O)Nc2ccc(C#N)cc2)c1	0.3%	5%	-4%	0%	i	2.1	39	-4%	-1%	6%
COCCNC(=O)c1ccc(CSc2nc3ccccc3s2)cc1	-0.1%	11%	-10%	18%	/	0.1	38	3%	1%	-4%
Cc1ccc(-c2cc(-c3nnc(SCC(=O)NC(C)C(C)C)n3N)c3ccccc3n2)cc1 (stereo not drawn)	-0.1%	7%	1%	20%	i	-0.1	70	-11%	5%	11%
CCCCn1c(N)c(N(CCOC)C(=O)CCNC(=O)c2ccc(Br)cc2)c(=O)[nH]c1=O	/	3%	/	8%	/	-0.4	53	/	4%	/
CC(C)(C)Nc1ncnc2c1cnn2-c1ccccc1	-0.1%	1%	9%	/	i	-0.4	90	-2%	3%	6%
Cc1ccc(S(=O)(=O)N2CCC(=O)N(CCOCc3ccccc3)CC2)cc1	-0.3%	-1%	23%	14%	i	-0.2	67	9%	5%	12%
COc1cccc(C2c3c(-c4ccccc4O)n[nH]c3C(=O)N2Cc2ccco2)c1 (stereo not drawn)	0.0%	9%	0%	7%	i	5.5	61	-2%	-3%	-11%
Cc1cc(C)c(C(N)=O)c(Nc2ccc(F)cc2)n1	-0.1%	2%	0%	22%	/	-0.2	63	2%	-5%	-13%

# The results go on:
Molecule	GPR55 beta-arrestin	Rac1 GTP hydrolysis	AID2073	SV40 large T antigen	Yfh1-depleted yeast	NTR1 ag	NTR1 ag cell count 20 µM	GPR35 antagonists	NS5 inhibitors	GPR55 antagonists
COCC(=O)Nc1cc(OC)c(Cl)cc1OC	0.3%	7%	-5%	0%	i	1.0	95	2%	-3%	0%
COc1ccc(COC(=O)C2=C(C)NC(=O)NC2c2cccc(Br)c2)cc1 (stereo not drawn)	0.2%	9%	14%	11%	/	2.9	51	16%	-2%	3%
O=C(CCn1cccc1)Nc1cc(F)ccc1F	-0.1%	10%	-2%	16%	i	-0.7	46	30%	2%	5%
COc1ccc(NC(=O)C(Cl)=C(Cl)Cl)cn1	0.2%	7%	?	5%	i	0.5	94	0%	-5%	6%
O=C(Nc1ccnn1C1CCN(C(=O)c2ccc(F)cc2)CC1)C1CCOC1 (stereo not drawn)	0.7%	9%	2%	20%	/	-0.1	54	2%	-5%	12%
Cc1cccc(C)c1NC(=O)C1CCCNC1 (stereo not drawn)	0.1%	3%	-4%	3%	i	0.8	57	-1%	-2%	10%
COc1cc(NC(=O)c2ccccc2Cl)ccc1NC(=O)c1cccs1	-0.4%	10%	?	4%	i	0.8	41	20%	-1%	5%
COc1ccc(C2CC2/C(=N/OC(=O)c2cccs2)c2ccccc2)cc1 (stereo not drawn)	0.3%	3%	-3%	18%	i	6.2	60	4%	-10%	9%
CCOC(=O)Cc1csc(SCC(=O)NC2CCCCC2)n1	-0.2%	-15%	-5%	5%	i	1.6	92	11%	-5%	-4%
CC1CCN(Cc2ccc(NC(=O)C3CCN(c4nnc(-n5cccc5)s4)CC3)cc2)CC1	-0.3%	-8%	8%	1%	i	-2.4	54	11%	7%	5%
Cn1cc(C(=O)c2cccc(Cl)c2Cl)cc1C#N	0.2%	-1%	-4%	5%	i	-0.2	28	-3%	2%	1%
